Screening results: PubChem, National Center for Advancing Translational Sciences (NCATS)
PKM2 act = qHTS Assay for Activators of Human Muscle isoform 2 Pyruvate Kinase; purified PKM2, Kinase-Glo ATP luminescence, activation; response scale: 0% is enzyme alone, no compound; Potency, µM (highest dose often 57.5 µM), without a hit: at the top dose activation, usual class: activators; 260,000 compounds, 0.34% hits; AID 1631, 2009; also: potency is read from the fitted curve at half-maximal effect; % is scaled to controls: 0 for no effect and ±100 for the full control effect; nearly all actives have a fitted effect of over 55% in size
Target sequence (P14618 whole entry, looked up, canonical isoform): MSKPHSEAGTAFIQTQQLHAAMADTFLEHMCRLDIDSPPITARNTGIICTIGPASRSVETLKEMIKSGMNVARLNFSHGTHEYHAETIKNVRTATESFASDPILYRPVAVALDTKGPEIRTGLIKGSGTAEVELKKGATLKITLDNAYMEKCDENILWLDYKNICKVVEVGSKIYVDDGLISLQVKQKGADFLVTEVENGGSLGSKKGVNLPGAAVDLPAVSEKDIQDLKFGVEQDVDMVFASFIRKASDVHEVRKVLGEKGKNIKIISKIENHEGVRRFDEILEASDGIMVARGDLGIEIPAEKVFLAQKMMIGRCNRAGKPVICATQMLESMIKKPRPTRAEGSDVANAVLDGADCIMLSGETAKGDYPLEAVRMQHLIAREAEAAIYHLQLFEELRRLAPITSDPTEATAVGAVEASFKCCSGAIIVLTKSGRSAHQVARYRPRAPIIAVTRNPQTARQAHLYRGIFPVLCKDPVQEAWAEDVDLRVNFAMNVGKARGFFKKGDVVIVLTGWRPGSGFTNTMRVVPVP
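Kinase-Glo luminescence reports ATP generated from ADP (0.1 mM) and PEP (0.5 mM) by purified hPK-M2 after 1 h at room temperature, pH 7.2 imidazole buffer; intermediate enzyme activity allows detecting inhibitors and activators.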
Menin MLL FP TR = qHTS Assay for Inhibitors Targeting the Menin-MLL Interaction in MLL Related Leukemias: Competition With Texas Red Labeled MLL-derived Mutant Peptide. Potency, µM (titrated, usually from 61.6 µM), without a hit: at the top dose FP activity change, negative = inhibition, usual class: inhibitors. O00255. Menin + Texas Red MLL mutant peptide, fluorescence polarization. AID 1768, 2009. 270,000 compounds, 0.23% hits; active = well fitted inhibition curve with a large enough effect in the polarisation, with a control signal flat, not every such curve was filed as active; inconclusive = small, poorly fitted or top-dose-only effect, or effect the other way, or a change in a side signal; inactive = no such curve, though single readings can be large or run the other way; the % refers to the polarisation; also: potency is read from the fitted curve at half-maximal effect; % of control where 0% means no effect; many of its hits are not listed in these tables
ELG1 DNA repair = qHTS screen for small molecules that inhibit ELG1-dependent DNA repair in human embryonic kidney (HEK293T) cells expressing luciferase-tagged ELG1; HEK293T ELG1-luciferase reporter, luminescence, 16 h; DNA damage induced by 5-fluorouridine; Potency, µM (titrated, usually from 46.1 µM), for inactives: top-dose activity change, negative = inhibition, most hits filed as inhibitors; 330,000 compounds, 2.3% hits; AID 504467, 2011; also: potency is read from the fitted curve at half-maximal effect; % is scaled to controls: 0 for no effect and ±100 for the full control effect; nearly all actives have a fitted effect of over 55% in size
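HEK293T cells expressing luciferase-tagged ELG1 (2,000/well) received 5-Fluorouridine plus compound or DMSO for 16 hr at 37 °C. Luciferase was read by ONE-Glo luminescence after 30 min at room temperature.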
RORg inh = qHTS for inhibitors of ROR gamma transcriptional activity; Drosophila S2 Gal4-RORgamma UAS-luciferase reporter, 20 h; 310,000 compounds, 5.4% hits; Potency, µM (titrated, usually from 53.6 µM), for the others: top-dose activity change, negative = inhibition, most hits filed as inhibitors; Nuclear receptor ROR-gamma (Mus musculus), P51450; also: potency is read from the fitted curve at half-maximal effect; % is scaled to controls: 0 for no effect and ±100 for the full control effect; nearly all actives have a fitted effect of over 60% in size
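Drosophila S2 cells stably expressing Gal4-DBD/mouse RORγ fusion under metallothionein promoter plus UAS-luciferase; compound 1 h, then 700 uM CuSO4 induction for 20 h at ambient temperature; inhibition read as reduced luminescence.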
KCNH2 3.1 inh = qHTS for Inhibitors of KCHN2 3.1: Mutant qHTS | Potassium voltage-gated channel subfamily H member 2, brain isoform KCNH2 3.1 (human) | U2OS KCNH2 3.1, thallium flux FluxOr; hits give low values | activity change, % (tested at about 1.8 µM) | 340,000 compounds, 0.95% hits;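 active = maximum activity change below -70%; inconclusive = maximum activity change from -70% to -50%; inactive = maximum activity change above -50%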;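 also: thallium influx rate constant from kinetic fluorescence after stimulation buffer; % is scaled to controls: 0 for no effect and ±100 for the full control effect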
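Measured as rate of thallium-driven FluxOr signal in transduced U2OS cells carrying the 3.1 channel, read kinetically for 2 min upon stimulation; values are rate constants scaled to DMSO control wells.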
Gal4-VP16 FLuc = VP16 counterscreen qHTS for inhibitors of ROR gamma transcriptional activity | Drosophila S2 Gal4-VP16 UAS-luciferase, luminescence, 20 h | Potency, µM (top dose mostly 53.6 µM), for inactives: top-dose activity, negative = inhibition, actives largely listed as inhibitors | 310,000 compounds, 3.5% hits;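 also: Gal4-VP16 expression switched on by copper sulfate through the metallothionein promoter; potency is read from the fitted curve at half-maximal effect; % is scaled to controls: 0 for no effect and ±100 for the full control effect; nearly all actives have a fitted effect of over 50% in size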
MBNL1-CUG inh = qHTS Assay for Inhibitors of MBNL1-poly(CUG) RNA binding; AID 2675, 2010; Potency, µM (titrated, usually from 57.5 µM), inactives show top-dose activity change, negative = inhibition, actives largely listed as inhibitors; TR-FRET MBNL1-His/biotin-(CUG)12 binding, 665/545 ratio; 280,000 compounds, 0.036% hits; active = well fitted inhibition curve with a large enough effect in the signal ratio, with a control signal flat, not every such curve was filed as active; inconclusive = small, poorly fitted or top-dose-only effect, or effect the other way, or a change in a side signal; inactive = no such curve, though single readings can be large or run the other way; the % refers to the signal ratio; also: potency is read from the fitted curve at half-maximal effect; % is scaled to controls: 0 for no effect and ±100 for the full control effect
Target sequence (Q9NR56 whole entry, looked up): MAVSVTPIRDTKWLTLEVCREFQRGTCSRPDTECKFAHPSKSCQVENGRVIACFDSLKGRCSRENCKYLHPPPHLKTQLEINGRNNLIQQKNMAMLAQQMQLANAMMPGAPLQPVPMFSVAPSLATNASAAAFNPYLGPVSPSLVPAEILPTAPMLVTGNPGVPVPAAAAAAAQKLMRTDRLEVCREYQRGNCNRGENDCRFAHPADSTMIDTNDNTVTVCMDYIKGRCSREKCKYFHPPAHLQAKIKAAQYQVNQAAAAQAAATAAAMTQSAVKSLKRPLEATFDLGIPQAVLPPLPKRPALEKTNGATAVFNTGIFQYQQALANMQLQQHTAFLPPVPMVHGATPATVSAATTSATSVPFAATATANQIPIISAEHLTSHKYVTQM
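His-tagged MBNL1 binding to biotinylated (CUG)12 RNA was measured by TR-FRET using terbium anti-His antibody (0.055 ng/ul final) and streptavidin-XL665 (5 nM final). Compounds were titrated 92 nM to 58 uM; 60 min at room temperature.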
Rab9 promoter act = qHTS Assay for Rab9 Promoter Activators; Huh7 Rab9 promoter-luciferase reporter, luminescence, 24 h; Potency, µM (titrated, usually from 9.22 µM), for inactives: at the highest dose activation, negative = inhibition, actives largely listed as activators; 320,000 compounds, 2.8% hits; AID 485297, 2010; also: potency is read from the fitted curve at half-maximal effect; % of control where 0% means no effect; nearly all actives have a fitted effect of over 60% in size
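Cells were plated at 1500 per well in reduced-serum medium with 10% FBS and left 2 h. Compound in DMSO was then added for 24 h at 37 °C. Reporter signal was read by luminescence after 10 min with luciferase detection reagent.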
Mito fusion yeast = qHTS Assay for Small Molecule Inhibitors of Mitochondrial Division or Activators of Mitochondrial Fusion; S. cerevisiae fusion-defective mutant growth rescue, CellTiterGlo 48 h; Potency, µM (highest dose often 46.1 µM), inactives show at the top dose growth rescue (activation), hits mostly activators; 320,000 compounds, 0.23% hits; AID 485298, 2010;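 also: potency is read from the fitted curve at half-maximal effect; % of control where 0% means no effect; nearly all actives have a fitted effect of over 45% in size; temperature-sensitive fusion mutants such as fzo1-1 at 37 °C on non-fermentable ethanol glycerol medium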
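Temperature-sensitive fusion-defective S. cerevisiae (e.g. fzo1-1, mgm1-5) were grown with compound in YPEG medium (3% ethanol, 3% glycerol) for 48 hours at 37C. Growth rescue was measured as viability by CellTiterGlo luminescence after 10 minutes at ambient.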
NPC1 promoter act = qHTS Assay for NPC1 Promoter Activators. Potency, µM (top dose mostly 9.22 µM), for inactives: at the top dose activation, hits mostly activators. 320,000 compounds, 2.4% hits. Huh7 NPC1 promoter luciferase reporter, 24 h. AID 485313, 2010;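 also: potency is read from the fitted curve at half-maximal effect; % of control where 0% means no effect; nearly all actives have a fitted effect of over 60% in size; reporter is driven by a mutant NPC1 promoter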
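Stable NPC1-promoter luciferase Huh7 line; cpd (DMSO) 24 h, 37 °C, 5% CO2; Amplite luciferase reagent 10 min RT; luminescence readout. qHTS format.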
FLuc counter = qHTS profiling assay for firefly luciferase inhibitor/activator using purifed enzyme and Km concentrations of substrates (counterscreen for miR-21 project); Luciferin 4-monooxygenase (Photinus pyralis), P08659; purified FLuc, Km substrates, luminescence inhibition; Potency, µM (doses to about 57.5 µM), for the others: top-dose activity change, negative = inhibition, hits mostly inhibitors; 360,000 compounds, 6.9% hits; AID 588342, 2011;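 also: potency is read from the fitted curve at half-maximal effect; plate controls were vehicle for no effect and reference inhibitor for full effect; nearly all actives have a fitted effect of over 55% in size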
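Biochemical qHTS of compounds, final roughly 60 µM downward over six points, against 10 nM purified firefly luciferase using Km concentrations of substrates (10 uM D-luciferin, 10 uM ATP) in Tris acetate pH 7.5 buffer; luminescence output.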
Starred values were filed as active, the others as inactive; ? = inconclusive; nt = no result given; & = joins results of further samples; [ ] = another dose, or the depositor's remark. Unless noted, calls follow the shape of the dose curve; as a rule, active = well fitted curve in the direction sought with a large enough effect; inconclusive = small, poorly fitted or top-dose-only effect, or another doubt; inactive = no such curve, though single readings can be large; an effect the other way counts as inactive or inconclusive. A portion of the library; the hit share may differ from the screen's.

SMILES	PKM2 act	Menin MLL FP TR	ELG1 DNA repair	RORg inh	KCNH2 3.1 inh	Gal4-VP16 FLuc	MBNL1-CUG inh	Rab9 promoter act	Mito fusion yeast	NPC1 promoter act	FLuc counter
N#Cc1c2n(c3c(=S)nc[nH]c13)CCCCC2	0%	-12%	?	3.5µM*	2	18µM*	3%	?	-3%	-6%	5%
O=C(CCC1CCCCC1)NCCN1C2=NC[C@@H](Cc3ccccc3)N2C[C@H]1Cc1ccc(O)cc1	3%	?	-3%	10µM*	-99*	8.9µM*	2%	9%	-1%	1%	-2%
COc1ccc(S(=O)(=O)Nc2ccc(C(F)(F)F)cc2)cc1OC	12%	31%[activator]	-7%	?	9	-16%	0%	-3%	11%	-1%	3%
CCOc1ccc(N(CC(=O)OC)S(=O)(=O)c2ccc(OC)c(OC)c2)cc1	1%	-12%	1%	7%[0.365 µM]	1	nt	-4%	0%	-2%	-1%	5%
COC(=O)c1sc2ncn(CC(=O)N(C)C3CCCCC3)c(=O)c2c1C	2%	-11%	-14%	44%	-8	-9%	3%	-9%	-3%	-2%	1%
CCOc1cc(N2CCOCC2)c(OCC)cc1NC(=O)CSc1n[nH]c(N)n1	3%	-19%	0%	5%	6	11%	nt	6%	5%	-4%	-2%
N#Cc1c(SCC(N)=O)nc(-c2ccccc2)c2c1CCCC2	0%	-7%	?	?	-16	22%	21%	2%	7%	-5%	1%
COc1ccccc1NC(=O)c1ccc(S(=O)(=O)N2CCCC(C)C2)cc1 (centres undefined)	-2%	26%	-12%	4%	-10	5%	-1%	-4%	9%	-1%	-4%
COc1cc(OC)cc(C(=O)Nc2nnc(Cc3ccc(OC)c(OC)c3)s2)c1	4%	25%	-17%	-7%	6	8%[10 µM]	-13%	24%	10%	-9%	?
COC(=O)[C@@]1(Cc2ccc(F)cc2)[C@H]2c3cc(C(=O)N4CCCC4)n(Cc4ccc(C(F)(F)F)nc4)c3C[C@H]2CN1C(=O)c1ccccc1	-5%&0%	-8%&-10%	?	25%&29%	-17	-16%&2%	-13%	-2%	10%	-3%	-1%
O=C(CNC(=O)c1cccc(Br)c1)N/N=C/c1ccc[nH]1	-5%	8%	5%	-31%	11	10%	2%	-33%[inhibitor]	5%	-40%[inhibitor]	-4%
O=C(c1cc(-c2ccccc2)nc2ccccc12)N1CCN(c2ccccn2)CC1	2%	-22%	?	?	-3	8%	3%	-7%[1.84 µM]	23%	0%	12µM*
COc1cccc(NC(=O)c2ccc3nc(C)sc3c2)c1	-13%	13%	?	?	-10	4%	-2%	1.1µM*	20%	1.6µM*	11µM*
O=C(NCCn1ccc2ccccc21)c1ccc(S(=O)(=O)N2CCOCC2)cc1	0%	19%	-11%	-14%	0	3%	-4%	0%	-2%	-2%	-1%
CCOC(=O)C1CCCN(C(=O)c2ccc(C)c(S(=O)(=O)N3CCCCC3)c2)C1 (centres undefined)	nt	nt	-20%	nt	-11	nt	nt	-4%	2%	-2%	-3%
O=C1NC(=Nc2ccc(O)cc2)S/C1=C/c1ccco1	4%	8%	10%	-1%	-1	11%	6%	-12%	-2%	-19%	-1%
O=C(Nc1ccc2c(c1)OCO2)c1cccc(F)c1	-21%	1%	nt	3%	3	13%	6%	nt	-8%	nt	12µM*
Cc1ccc(NC(=S)NCC(O)c2ccccc2)c(C)c1 (centres undefined)	-1%	5%	-3%	-78%	-5	4%	-6%	1%	-14%	-1%	3%
COc1ccc(S(=O)(=O)N2CCN(CC(=O)NC3CC3)CC2)cc1	17%	nt	8%	-17%	-3	-8%	-8%	4%	-3%	1%	0%
O=C(COC(=O)c1cc(Br)ccc1O)NC1CCCCCC1	nt	nt	16%	nt	-1	nt	nt	-7%	7%	-1%	3%
Cc1cccc(N2CCN(Cc3ccoc3)CC2)c1C	1%	-9%	4%	-7%	-12	1%	-6%	2%	1%	-2%	?
C[C@H](NC(=O)c1ccco1)C(=O)Nc1cccc([N+](=O)[O-])c1	1%	-2%	5%	-7%	-8	-1%	?	-3%	-9%	-6%	-1%
OCCC1CN(CC(c2ccccc2)c2ccccc2)CCN1C1CCCC1 (centres undefined)	-6%	-21%	12%	-29%	-75*	-6%	13%	1%	-7%	-1%	1%
CC(=O)N1N=C(c2ccco2)CC1c1ccc(C)cc1 (centres undefined)	8%	-8%	21%	3%	21	-5%	?	-2%	-2%	-2%	0%
c1ccc(-c2nnsc2-c2ccccc2)cc1	nt	-2%	-2%	6%	-4	16%	-3%	-1%	-11%	0%	5%
COc1ccc(CCNC(=O)Cn2cc(C(F)(F)F)cc(Cl)c2=O)cc1	-6%	-3%	1%	-1%	13	-4%	-4%	-1%	-3%	-1%	-1%
CCCn1c(C)cc(C(=O)COC(=O)c2cc(S(=O)(=O)NCC(C)C)c(Cl)cc2Cl)c1C	3%	nt	?	?	-25	10%	3%	-6%	4%	1%	9.5µM*
Cc1cc(C)c(C#N)c(Nc2ccc3c(c2)OCCO3)n1	1%	-7%	-1%	14%	0	9%	1%	2%	1%	5%	1%
COc1cc(Br)cc2cc(C(=O)N3CCN(C(=O)c4ccco4)CC3)c(=O)oc12	4%	2%	0%	?	-6	-5%	?	-3%	-1%	-1%	-1%
Cc1cc2c(=O)n(Cc3ccco3)c(SCC(=O)c3ccc(Cl)s3)nc2s1	4%	-14%	?	?	?	?	29%	-12%	8%	-9%	-1%
COc1cc(C(=O)N2CCN(C(=O)C3CCCO3)CC2)cc(OC)c1OC (centres undefined)	nt	nt	4%	nt	-4	nt	nt	6%	-2%	-8%	nt
O=C(C1CC1)N1CCc2cc(Br)cc(S(=O)(=O)N3CCCCCC3)c21	-7%	-4%	?	-7%	-2	-26%	0%	-7%	4%	-1%	-8%
COc1ccc(-n2c(Cn3c(=O)sc4ccccc43)nnc2SCC(=O)N2CCCC2)cc1	0%	-7%	0%	?	1	-4%	-2%	-3%	1%	0%	5%
COc1ccc(-n2c(SCc3ccc([N+](=O)[O-])cc3)nnc2-c2ccc(C)cc2)cc1	0%	?	?	-3%	-41	4.5µM*	7%	7%	23%	1%	-1%
Fc1ccccc1COc1ccc(/C=N/NC(=S)NCc2ccccc2)cc1	0%	3%	?	0.89µM*	-16	1µM*	?	3%	1%	-2%	0%
Cn1c(=O)c2c3c(sc2n2c(SCc4ccc5c(c4)OCO5)nnc12)COC(C)(C)C3	-1%	-8%	0%	7%	nt	-2%	0%	7%	0%	-3%	0%
CC1CCc2nn(CC(=O)NCc3ccc4c(c3)OCO4)cc2C1 (centres undefined)	0%	2%	-15%	-17%	-4	13%	-7%	-1%	0%	-3%	3%
COc1cc2c(C)nc3onc(-c4ccccc4)c3c2cc1OC	25%	-25%	?	-8%	6	-20%	15%	-13%	9%	7%	-1%
COc1ccc(N/C=C(\C=C\C#N)S(=O)(=O)c2ccccc2)cc1	nt	11%	3%	5%	-7	?	-9%	1%[1.84 µM]	-16%	-15%	0%
CC1CCc2cc(F)ccc2N1C(=O)CSc1nnc2c3ccccc3n(C)c2n1 (centres undefined)	0%	5%	?	-3%	8	0%	-8%	-1%	1%	-7%	1%
Cc1ccc(NC(=O)CCNS(=O)(=O)c2ccccc2)cc1S(=O)(=O)N1CCOCC1	nt	nt	?	nt	12	nt	nt	-4%	5%	-3%	2%
COc1ccc(-c2nc(SC(CC(=O)NCc3ccccc3)c3ccc(OC)c(OC)c3)n[nH]2)cc1 (centres undefined)	0%	7%	-4%	10%	-4	-6%	-5%	-1%	-1%	-1%	3%
